# AGP1-GFP MLPCN = modulators of TOR pathway AGP1-GFP in S. cerevisiae; S. cerevisiae AGP1-GFP multiplex flow cytometry, 3 h; GFP as percent of DMSO wells; GFP response vs DMSO, % at 10 µM; actives 0.02% (n = 320,000); AID 2066;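 active = GFP response relative to DMSO above a set limit, near screen average plus 3 SD, cut at about 150% in these data; inconclusive = fewer than 70 cells counted for the yeast strain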;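 also: median GFP channel fluorescence of the gated AGP1 strain per well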
# MEP2 TOR yeast = yeast TOR pathway MEP2-GFP modulation. S. cerevisiae MEP2-GFP strain, flow cytometry GFP, 3 h; 100% = DMSO control level. GFP response vs DMSO, % at 10 µM. actives 0.51% (n = 330,000). AID 2016;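 active = GFP response versus DMSO above a set limit, roughly screen mean plus 3 SD, cut at about 180% in these data; inconclusive = fewer than 70 cells counted for a yeast strain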;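 also: median GFP fluorescence of the barcode-gated MEP2-GFP cells per well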
# LAP4-GFP MLPCN = yeast TOR pathway LAP4-GFP modulation; S. cerevisiae LAP4-GFP multiplex, flow cytometry GFP, 3 h; median GFP as percent of DMSO wells; GFP response vs DMSO, % at 10 µM; actives 0.34% (n = 320,000); AID 2023;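 active = GFP response vs DMSO above a set limit, about the screen mean plus 3 SD, cut at about 150% in these data; inconclusive = under 70 cell events counted for the yeast strain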
# RPL19A-GFP yeast = modulators of TOR pathway RPL19A-GFP in S. cerevisiae; S. cerevisiae RPL19A-GFP strain, flow cytometry, 3 h; hits give low values; percent response vs DMSO, % at 10 µM; actives 0.3% (n = 330,000); AID 2025;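 active = percent response vs DMSO below 50%; inconclusive = fewer than 70 events counted for the yeast strain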;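 also: median channel GFP fluorescence of the barcoded RPL19A-GFP strain; ratio of sample median GFP to plate DMSO average so 100% = DMSO; lower means less RPL19A-GFP as with rapamycin TOR inhibition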
# CIT2-GFP yeast = yeast TOR pathway CIT2-GFP modulation. S. cerevisiae CIT2-GFP strain, flow cytometry, 3 h; 100 means same as DMSO wells. GFP response vs DMSO, % at 10 µM. actives 0.065% (n = 320,000);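 active = GFP response relative to DMSO above a set limit, near the screen mean plus 3 SD, cut at about 150% in these data; inconclusive = Fewer than 70 cells measured for a yeast strain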;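 also: ratio of well median GFP fluorescence to mean of DMSO wells on the plate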
# Yeast superoxide = caloric restriction mimetics inhibiting age-related superoxide in yeast; AID 2690; S. cerevisiae aged cells, superoxide DHE fluorescence; hits give low values; superoxide response (% of plate mean), % at 10 µM; actives 0.18% (n = 330,000);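 active = superoxide response under a set limit, about three screen SD below normal, cut at about 65% in these data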;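 also: yeast aged for seven days with compound at 30 °C before DHE staining; 100% = average MFI of all compound-treated wells on the plate with controls excluded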
# VLA-4 inh = inhibition in a human VLA-4 binding assay; VLA-4 expressing cells, ligand binding flow cytometry; inhibition, % (about 7 µM as worked out from the volumes in the protocol); actives 0.2% (n = 330,000); AID 2557; in the data active = inhibition above about 50%
# Target sequence (P13612 whole entry, looked up): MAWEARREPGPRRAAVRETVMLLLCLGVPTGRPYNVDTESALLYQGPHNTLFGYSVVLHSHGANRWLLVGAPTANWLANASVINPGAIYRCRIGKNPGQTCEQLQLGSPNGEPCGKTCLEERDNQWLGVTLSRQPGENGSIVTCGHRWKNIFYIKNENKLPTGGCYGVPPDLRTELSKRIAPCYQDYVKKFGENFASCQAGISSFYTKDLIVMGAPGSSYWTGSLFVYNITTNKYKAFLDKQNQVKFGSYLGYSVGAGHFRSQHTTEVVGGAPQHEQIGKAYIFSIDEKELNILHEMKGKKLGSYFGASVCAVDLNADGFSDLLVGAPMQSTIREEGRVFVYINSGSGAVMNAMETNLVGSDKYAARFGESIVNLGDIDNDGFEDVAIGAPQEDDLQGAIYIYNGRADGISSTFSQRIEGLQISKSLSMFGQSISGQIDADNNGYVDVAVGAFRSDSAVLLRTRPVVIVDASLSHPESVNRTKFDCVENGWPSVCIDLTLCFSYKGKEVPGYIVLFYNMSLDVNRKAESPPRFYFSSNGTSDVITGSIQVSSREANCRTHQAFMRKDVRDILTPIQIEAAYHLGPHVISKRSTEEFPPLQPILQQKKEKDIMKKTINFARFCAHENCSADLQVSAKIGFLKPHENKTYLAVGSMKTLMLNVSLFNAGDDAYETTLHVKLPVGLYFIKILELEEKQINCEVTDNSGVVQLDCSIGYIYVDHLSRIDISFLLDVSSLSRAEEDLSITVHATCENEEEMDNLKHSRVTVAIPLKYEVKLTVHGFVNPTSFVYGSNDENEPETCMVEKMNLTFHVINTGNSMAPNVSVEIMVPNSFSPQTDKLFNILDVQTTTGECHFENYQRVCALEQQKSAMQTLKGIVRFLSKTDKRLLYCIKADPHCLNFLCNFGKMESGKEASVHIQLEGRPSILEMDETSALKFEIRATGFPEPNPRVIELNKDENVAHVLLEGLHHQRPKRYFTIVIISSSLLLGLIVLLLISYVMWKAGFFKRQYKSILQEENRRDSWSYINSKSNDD
# GRK2 aptamer HTS = human GRK2 inhibition via aptamer displacement. inhibition of aptamer binding, % at 10 µM. bead flow cytometry, FAM-aptamer displacement from GRK2. actives 0.59% (n = 330,000). P25098;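 active = inhibition of aptamer binding above 40%, roughly 3 SD of noise, on plates passing a quality check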;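 also: median bead fluorescence of bound FAM aptamer so fluorescent compounds give negative values; no value below 0 was filed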
# Active calls of the source: *; ? = inconclusive; [ ] = dose if it differs, or a comment. Not a hit list; any-hit rate near 1.7%.
# Start of the listing, in advance, 5 compounds:
SMILES,AGP1-GFP MLPCN,MEP2 TOR yeast,LAP4-GFP MLPCN,RPL19A-GFP yeast,CIT2-GFP yeast,Yeast superoxide,VLA-4 inh,GRK2 aptamer HTS
CCN1CCN(c2cc(C)nc(-c3ccccc3O)n2)CC1,111,103,108,101,109,112,27,17
CC(=O)N1CCN(S(=O)(=O)c2cccc(C(=O)Nc3ccc4c(c3)CCC4)c2)CC1,108,103,103,102,103,84,-9,2
COc1ccc(C(C(=O)NCC2CCCO2)N(C(=O)CNC(=O)c2ccco2)c2ccc(C)c(C)c2)cc1OC (stereo unspecified),107,104,95,106,109,104,5,0
COCC(C)NC(=S)NCCc1ccc(Cl)cc1Cl (stereo unspecified),97,97,112,99,90,102,10,1
CCCCNC(=O)c1ccccc1NC(=O)c1ccccc1N(C)S(C)(=O)=O,103,105,97,95,96,104,30,4

# The list itself, repeating the preview:
SMILES,AGP1-GFP MLPCN,MEP2 TOR yeast,LAP4-GFP MLPCN,RPL19A-GFP yeast,CIT2-GFP yeast,Yeast superoxide,VLA-4 inh,GRK2 aptamer HTS
CCN1CCN(c2cc(C)nc(-c3ccccc3O)n2)CC1,111,103,108,101,109,112,27,17
CC(=O)N1CCN(S(=O)(=O)c2cccc(C(=O)Nc3ccc4c(c3)CCC4)c2)CC1,108,103,103,102,103,84,-9,2
COc1ccc(C(C(=O)NCC2CCCO2)N(C(=O)CNC(=O)c2ccco2)c2ccc(C)c(C)c2)cc1OC (stereo unspecified),107,104,95,106,109,104,5,0
COCC(C)NC(=S)NCCc1ccc(Cl)cc1Cl (stereo unspecified),97,97,112,99,90,102,10,1
CCCCNC(=O)c1ccccc1NC(=O)c1ccccc1N(C)S(C)(=O)=O,103,105,97,95,96,104,30,4
C(=N\Nc1nc(N2CCCCC2)nc(N2CCCCC2)n1)/c1c[nH]c2ccccc12,92,96,106,94,89,82,11,1
Cc1cc(NC(=O)C(C)SCC(=O)OCc2ccc([N+](=O)[O-])cc2)no1 (stereo unspecified),103,96,104,97,96,93,20,4
CCC(C)Nc1nc(C)nc2c1oc1ccccc12 (stereo unspecified),106,98,103,97,98,96,9,2
CCCNC(=O)c1onc(CSc2ccc(Cl)cc2)c1C(=O)NCCC(C)C,90,93,126,98,88,96,-12,0
CC1C(C(=O)Nc2ccccc2)CCCC1(C)C(=O)O (stereo unspecified),93,91,96,94,89,108,15,3
CC(C)CCOC(=O)C[N+](C)(C)CCOC1CC2CCC1(C)C2(C)C (stereo unspecified),99,100,108,103,95,91,-2,0
C=CCOC(=O)C1=C(C)N=C2SCCC(=O)N2C1c1ccc(OC(=O)c2ccco2)cc1 (stereo unspecified),100,103,98,98,99,102,9,0
CCN(CC)C(=O)CSc1nc(-c2ccc(C)cc2)nc2c1COC(C)(C)C2,104,103,108,102,109,85,5,0
COc1cccc(-c2sc3ccc(OC)cc3c2C#CC2(O)CCCCC2)c1,94,81,103,94,87,97,2,5
COc1ccc(C(=O)c2sc(Nc3ccccc3)c(C(=O)Nc3ccc(OC)c(OC)c3)c2N)cc1,94,94,99,102,88,89,5,2
CCOC(=O)N1CCN(C(=O)COc2ccc(S(=O)(=O)NC(C)C)cc2)CC1,111,111,109,105,105,87,-2,3
Cc1nc2c(Cl)cc(Cl)cc2[nH]1,104,106,104,100,108,97,7,0
CCOC(=O)C1CCN(C(=O)c2cccc(C(=O)N3CCC(C(=O)OCC)CC3)c2)CC1,101,83,96,98,104,87,2,0
Cc1cccnc1NC(=O)c1ccc2c(c1)OCCO2,103,94,103,99,97,98,6,0
O=S(=O)(Nc1nc2ccccc2nc1-[n+]1ccccc1)c1ccc(Cl)cc1,99,96,92,101,99,90,37,0
O=c1c2ccccc2nc(/C=C/c2ccccc2)n1CCCO,89,97,101,100,94,89,1,1
O=[N+]([O-])c1ccccc1/C=N/Nc1nccnc1Cl,99,97,97,95,95,84,-2,0
CCOC(=O)C1=C(C)NC(SCC(=O)Nc2cc(C)on2)=C(C#N)C1c1cccs1 (stereo unspecified),95,92,96,94,88,100,1,0
Cc1ccc(OCC(=O)Oc2cccc(C)c2C)cc1,101,110,98,105,109,112,-1,5
N#CCSc1nc2[nH]ncc2c(=O)n1-c1ccccc1Br,109,103,103,100,101,91,7,1
NC(=O)c1oc2ccccc2c1NC(=O)CN1CCCCC1,99,106,99,97,103,101,1,2
N#Cc1cccc(NC(=O)COC(=O)CCc2nc3ccccc3c(=O)[nH]2)c1,114,105,104,104,111,99,-1,2
CC12CC(c3ccccc3O1)C(C(=O)N1CCOCC1)C(=O)N2 (stereo unspecified),112,104,99,101,110,96,2,2
COP(=O)(c1ccc(N(C)C)cc1)C(O)c1ccccc1 (stereo unspecified),103,107,98,107,95,99,6,0
COc1ccc(Cl)cc1NC(=O)c1cccc(N2C(=O)C3CC=CCC3C2=O)c1 (stereo unspecified),86,105,89,100,92,88,9,4
CC(=O)Nc1ccc(C=NNc2ccc([N+](=O)[O-])cc2S(=O)(=O)Nc2ccccc2C(=O)O)cc1,93,95,94,95,97,108,6,0
COc1ccccc1CNCC(O)Cn1c2ccccc2c2ccccc21 (stereo unspecified),108,108,95,110,101,102,14,0
CC1=NNC(=O)C1CC(=O)N/N=C/C(C)=C/c1ccccc1 (stereo unspecified),88,87,78,88,91,102,29,2
NC(=O)Cc1nc(-c2ccc(Br)cc2)cs1,111,101,112,110,106,97,7,2
CCc1ccccc1NC(=S)NCCSc1ccc(Cl)cc1,100,112,93,102,100,98,13,0
CCOC(=O)C1=C(C)NC2=C(C(=O)c3ccccc32)C1c1cccc2ccccc12 (stereo unspecified),106,95,101,97,96,106,4,1
O=C(c1cccs1)N(Cc1cccc(F)c1)C1CCS(=O)(=O)C1 (stereo unspecified),106,104,100,101,98,89,3,0
Cc1ccc(C2(C)NC(=O)N(CC(=O)NNC(=O)c3ccccc3)C2=O)cc1 (stereo unspecified),90,95,86,94,81,85,-15,2
O=C(COc1ccccc1)NN1C(=O)CSC1=S,97,105,92,105,106,93,4,7
O=C(/C=C/c1ccc2c(c1)OCO2)N1CCN(c2n[nH]c(=O)[nH]c2=O)CC1,100,103,93,100,105,78,4,0
CCOc1ccc(CCNC(=O)C2=C(C)C(=O)OC23CCCCC3)cc1OCC,90,103,98,97,100,107,3,1
O=C(NCCN1C(=O)S/C(=C\c2ccc(F)cc2)C1=O)c1cccc(S(=O)(=O)N2CCOCC2)c1,93,105,95,97,98,95,4,19
O=C1N[C@@H](Cc2ccccc2)C(=O)N2[C@H]1C[C@]1(Br)c3ccccc3N(S(=O)(=O)c3ccccc3)[C@H]21,91,97,148,99,124,102,-4,9
Nc1nc(SCC(=O)c2cccc([N+](=O)[O-])c2)n[nH]1,99,98,99,99,105,117,3,2
CCOC(=O)Cn1c(=O)c2c(nc3n2CCCN3Cc2ccccc2)n(C)c1=O,105,104,117,103,91,93,2,2
CCCCNC(=O)CS(=O)Cc1nc(-c2cccs2)oc1C (stereo unspecified),93,102,111,100,88,92,-24,0
COCCNCC(=O)N1c2ccccc2Sc2ccccc21,98,97,95,98,100,107,0,0
CC(=O)Nc1ccc(NC(=O)CSc2nc3ccccc3c(=O)n2CCCN2CCOCC2)cc1,108,106,116,106,104,117,0,0
O=C(CC1Nc2ccccc2NC1=O)NCCCN1CCCCCC1 (stereo unspecified),101,103,98,98,112,103,-9,0
C/C(=N/N=C(\C)c1ccccc1O)c1ccccc1O,97,110,88,103,101,82,28,0
O=C(CSc1nc2nc3c(cc2c(=O)n1-c1ccccc1)CCCC3)Nc1cccc2ccccc12,92,113,106,98,87,103,6,2
CCc1cc(C(=O)N2CCCC(Nc3ccc(F)c(F)c3)C2)n(C)n1 (stereo unspecified),91[may fluoresce red],91[may fluoresce red],84[may fluoresce red],?,95[may fluoresce red],90,8,2
O=C(c1cnn2c1NC(c1ccc(Br)cc1)CC2C(F)(F)F)N1CCN(C23CC4CC(CC(C4)C2)C3)CC1 (stereo unspecified),109,103,102,101,104,102,18,1
Cn1cccc1Cc1nnc(SCC(=O)Nc2ccc(F)cc2F)n1-c1ccc(F)cc1,108,101,102,100,101,86,-1,0
Cc1ccc(O)c(NC(=O)c2ccccc2-c2ccccc2C(=O)O)c1,96,99,100,100,100,106,2,4
COC(=O)c1ccc(CSc2nc3ccccc3c(=O)n2-c2ccccc2)o1,94,100,94,94,92,85,7,0
CC(C)CC(NS(=O)(=O)c1ccc2[nH]c(=O)c(=O)[nH]c2c1)C(=O)O (stereo unspecified),96,101,90,100,94,99,5,2
Cc1ccc(NS(=O)(=O)c2cc(Br)cnc2N)cc1C,105,105,96,97,103,100,19,3
O=C(NCc1ccccc1)C1=C[C@H](c2coc3ccccc3c2=O)C[C@H](OCc2ccc(CO)cc2)O1,103,101,113,114,96,98,-12,0
Cn1ncc2c(NNC(=O)c3ccc(Cl)cc3Cl)ncnc21,103,105,101,104,101,90,0,2

# Some of the entries so far, with values under each structure:
# Order of results – AGP1-GFP MLPCN | MEP2 TOR yeast | LAP4-GFP MLPCN | RPL19A-GFP yeast | CIT2-GFP yeast | Yeast superoxide | VLA-4 inh | GRK2 aptamer HTS
- Cc1ccc(C2(C)NC(=O)N(CC(=O)NNC(=O)c3ccccc3)C2=O)cc1 (stereo unspecified)
 : 90 | 95 | 86 | 94 | 81 | 85 | -15 | 2
- O=C(COc1ccccc1)NN1C(=O)CSC1=S
 : 97 | 105 | 92 | 105 | 106 | 93 | 4 | 7
- O=C(/C=C/c1ccc2c(c1)OCO2)N1CCN(c2n[nH]c(=O)[nH]c2=O)CC1
 : 100 | 103 | 93 | 100 | 105 | 78 | 4 | 0
- CCOc1ccc(CCNC(=O)C2=C(C)C(=O)OC23CCCCC3)cc1OCC
 : 90 | 103 | 98 | 97 | 100 | 107 | 3 | 1
- O=C(NCCN1C(=O)S/C(=C\c2ccc(F)cc2)C1=O)c1cccc(S(=O)(=O)N2CCOCC2)c1
 : 93 | 105 | 95 | 97 | 98 | 95 | 4 | 19
- O=C1N[C@@H](Cc2ccccc2)C(=O)N2[C@H]1C[C@]1(Br)c3ccccc3N(S(=O)(=O)c3ccccc3)[C@H]21
 : 91 | 97 | 148 | 99 | 124 | 102 | -4 | 9

# Returning to the listing, repeating the 2 entries before the break.
SMILES,AGP1-GFP MLPCN,MEP2 TOR yeast,LAP4-GFP MLPCN,RPL19A-GFP yeast,CIT2-GFP yeast,Yeast superoxide,VLA-4 inh,GRK2 aptamer HTS
O=C(NCc1ccccc1)C1=C[C@H](c2coc3ccccc3c2=O)C[C@H](OCc2ccc(CO)cc2)O1,103,101,113,114,96,98,-12,0
Cn1ncc2c(NNC(=O)c3ccc(Cl)cc3Cl)ncnc21,103,105,101,104,101,90,0,2
Cn1c(CNC(=O)CNS(=O)(=O)c2ccc(Cl)cc2)cc(=O)n(C)c1=O,95,95,86,96,105,89,7,0
CCN(CC)S(=O)(=O)c1ccc(Cl)c(C(=O)Nc2cc(C)nn2-c2ccccc2C(F)(F)F)c1,96,103,88,100,99,99,7,15
O=C(CCc1nc2ccccc2c(=O)[nH]1)Nc1nnc(SCc2ccccc2)s1,107,101,100,100,99,100,3,4
CC12CC(NC(=O)N1Cc1ccccc1)c1ccccc1O2 (stereo unspecified),101,99,95,93,94,102,2,4
